Bim-Bcl-B – inhibitors of Bim-Bcl-B binding, primary screen, biochemical, multiplexed, human Bcl-2 family; AID 951, 2007; bead-based flow cytometry, Bim peptide-Bcl-B binding; Bcl-2-like protein 10 (Homo sapiens), Q9HD36; inhibition, % at 10 µM; actives 0.073% (n = 190,000);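 also: 0% = tracer peptide without compound and 100% = reference inhibitor peptide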
Bim-Bfl-1 – inhibitors of Bim binding to Bfl-1, primary screen, biochemical, multiplexed, bead-based flow cytometry | Bim-Bfl-1 binding inhibition | inhibition, % at 10 µM | actives 0.12% (n = 190,000) | AID 1008, 2008;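 also: 0% = wells without compound plus tracer and 100% = blocker peptide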
Bim-Bcl-XL – inhibitors of Bim-Bcl-XL binding, primary screen, biochemical, multiplexed, bead flow cytometry, human Bcl-XL; Bcl-2-like protein 1 (Homo sapiens), Q07817; actives 0.04% (n = 190,000); AID 1007, 2008; Bim peptide-Bcl-XL binding, fluorescence; inhibition, % at 10 µM
Target sequence (Q07817 whole entry, looked up): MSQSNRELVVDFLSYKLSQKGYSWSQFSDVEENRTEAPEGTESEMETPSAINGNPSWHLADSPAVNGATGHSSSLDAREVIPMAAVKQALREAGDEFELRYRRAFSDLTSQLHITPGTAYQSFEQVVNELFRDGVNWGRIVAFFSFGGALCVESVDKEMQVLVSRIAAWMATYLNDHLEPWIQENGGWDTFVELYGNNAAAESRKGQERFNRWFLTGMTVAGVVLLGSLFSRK
RGS4-Gao reg – modulators of RGS4 binding to Galphao, primary screen, biochemical, multiplexed bead flow cytometry; Guanine nucleotide-binding protein G(o) subunit alpha (Homo sapiens), P09471; actives lie on both sides; binding response (% of control), % at 10 µM; actives 0.33% (n = 220,000); AID 1415, 2008; in the data active = binding response below about 49% or above about 150%; inactive = in between;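 also: fluorescent Galphao activated with aluminum fluoride binding bead-coupled RGS4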
Mcl-1 Bim block – inhibitors of Bim peptide binding to Mcl-1, primary screen, biochemical, bead-based flow cytometry, multiplex. Bim peptide-Mcl-1 binding. inhibition, % at 10 µM. Induced myeloid leukemia cell differentiation protein Mcl-1 (Homo sapiens), Q07820. actives 0.1% (n = 190,000);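 also: 0% = no compound tracer wells and 100% = peptide blocker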
Target sequence (Q07820 whole entry, looked up): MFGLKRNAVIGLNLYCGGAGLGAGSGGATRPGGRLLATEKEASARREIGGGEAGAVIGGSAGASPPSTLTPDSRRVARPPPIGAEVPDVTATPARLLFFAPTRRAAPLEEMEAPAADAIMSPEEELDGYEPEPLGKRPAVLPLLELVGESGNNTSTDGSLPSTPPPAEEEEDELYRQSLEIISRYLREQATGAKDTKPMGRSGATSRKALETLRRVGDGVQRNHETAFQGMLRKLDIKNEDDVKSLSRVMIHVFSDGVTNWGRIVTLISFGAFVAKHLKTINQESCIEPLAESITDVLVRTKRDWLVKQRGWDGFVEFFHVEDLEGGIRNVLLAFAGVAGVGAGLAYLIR
Bcl-2 Bim block – inhibitors of Bim-Bcl-2 binding, primary screen, biochemical, multiplexed, human Bcl-2 family. inhibition, % at 10 µM. Bead-based flow cytometry, Bim peptide-Bcl-2 binding. actives 0.06% (n = 190,000). Apoptosis regulator Bcl-2 (Homo sapiens), P10415. AID 950, 2007; in the data active = inhibition above about 40%; inconclusive = no clear call, values can overlap the other calls;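 also: 0% = no compound wells with probe peptide and 100% = reference peptide inhibitor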
Target sequence (P10415 whole entry, looked up): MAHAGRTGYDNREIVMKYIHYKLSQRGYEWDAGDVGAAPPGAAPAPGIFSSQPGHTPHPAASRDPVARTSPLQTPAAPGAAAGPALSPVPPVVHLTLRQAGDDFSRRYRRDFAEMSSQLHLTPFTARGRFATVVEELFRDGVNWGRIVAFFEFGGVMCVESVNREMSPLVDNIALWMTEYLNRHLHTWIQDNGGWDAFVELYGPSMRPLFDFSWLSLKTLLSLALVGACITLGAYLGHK
GSH bead fluor – compound fluorescence on glutathione beads, profiling panel, artefact control, biophysical, 488/530 nm, flow cytometry; GSH beads flow cytometry, compound fluorescence 488/530 nm; hits give high values; fluorescence (KMESF) at 10 µM; actives 0.25% (n = 190,000); AID 1776, 2009; in the data active = fluorescence above about 89;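 also: glutathione beads carrying GST-tagged Bcl family fusion proteins plus one bare bead set; values are compound well signal with DMSO vehicle wells as background; inactives centre near 16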
RGS7-Gao – RGS7-Galphao binding modulators, primary screen, biochemical, multiplexed bead flow cytometry; Guanine nucleotide-binding protein G(o) subunit alpha (Homo sapiens), P09471; actives 0.35% (n = 220,000); actives lie on both sides; binding response (% of control), % at 10 µM; in the data active = binding response below about 49% or above about 150%; inconclusive = no clear call, values can overlap the other calls; inactive = in between;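 also: fluorescent Galphao held in activated GDP-AlF4 state binding bead-coupled RGS7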
RGS8-Gao reg – RGS8-Galphao binding modulators, primary screen, biochemical, multiplexed bead flow cytometry. Guanine nucleotide-binding protein G(o) subunit alpha (Homo sapiens), P09471. actives lie on both sides. response (percent of control binding), % at 10 µM. actives 0.34% (n = 220,000). AID 1423, 2008; in the data active = response below about 60% or above about 140%; inactive = in between;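 also: Galphao activated as the GDP aluminium fluoride complex binding bead-coupled RGS8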
Mcl1 Bid PPI – Mcl-1/Bid binding inhibitors, primary screen, biochemical, TR-FRET, 1536-well. Induced myeloid leukemia cell differentiation protein Mcl-1 (Homo sapiens), Q07820. TR-FRET Mcl-1/Bid-Dy647 peptide binding. inhibition, % at 21.7 µM. actives 0.97% (n = 220,000). AID 1021, 2008;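 active = compounds that cut the binding signal by more than half at the single screening dose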;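 also: His-tagged Mcl-1 with europium anti-His antibody binding Bid BH3 peptide; 0% = Mcl-1 plus peptide wells and 100% = peptide-only wells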
Bcl-W Bim block – inhibitors of Bim binding to Bcl-W, primary screen, biochemical, multiplexed, bead-based flow cytometry; actives 0.02% (n = 190,000); Bcl-2-like protein 2 (Homo sapiens), Q92843; inhibition, % at 10 µM; Bim peptide-Bcl-W binding; AID 952, 2007;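 also: 0% = bound tracer without compound and 100% = peptide blocker; higher means less fluorescent Bim peptide bound to Bcl-W beads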
Target sequence (Q92843 whole entry, looked up): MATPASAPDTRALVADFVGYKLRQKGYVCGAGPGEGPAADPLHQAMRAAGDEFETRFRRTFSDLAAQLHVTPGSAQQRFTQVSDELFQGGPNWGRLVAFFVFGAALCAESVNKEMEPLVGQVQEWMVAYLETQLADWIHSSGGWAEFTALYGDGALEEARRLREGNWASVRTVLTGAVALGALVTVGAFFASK
Starred values were filed as active, the others as inactive; ? = inconclusive; nt = not tested or not shown. Rule as the data show it, unless noted: active = inhibition above about 40%.

SMILES	Bim-Bcl-B	Bim-Bfl-1	Bim-Bcl-XL	RGS4-Gao reg	Mcl-1 Bim block	Bcl-2 Bim block	GSH bead fluor	RGS7-Gao	RGS8-Gao reg	Mcl1 Bid PPI	Bcl-W Bim block
O=C(CNC(=S)N(CCCN1CCOCC1)Cc1cccs1)N1CCCCCC1	-3	-8	0	100	0	-4	9	96	102	-53	-4
Cn1c(=O)n(C)c2cc(S(=O)(=O)NCCc3ccccc3)ccc21	-8	-17	-8	96	0	-12	25	96	99	-1	-2
O=C(CSc1nnc(-c2ccncc2)n1CC1CCCO1)NCc1ccccc1 (stereo not drawn)	0	1	0	106	1	3	13	111	99	-26	0
COc1cccc(CN=CC2=C(O)CC(C)(C)CC2=O)c1OC	-5	-9	-1	99	0	-6	25	101	100	-31	0
Cc1ccc(NC(=S)NCC2CCCO2)c(OC(F)F)c1 (stereo not drawn)	10	12	9	98	4	7	9	99	96	-21	5
c1ccc(CCn2nnnc2CN2CCc3ccccc32)cc1	-1	-4	1	98	-1	-3	19	100	100	-8	0
Cc1cc(OCC(=O)N2CCc3ccccc3C2)c2c(-c3ccccc3)cc(=O)oc2c1	-10	-14	-1	112	-3	-14	31	104	113	2	-2
CCOC(=O)c1n[nH]c2ccccc12	-6	-18	-6	99	-2	-12	19	97	101	-7	-3
O=S1(=O)CCN(Cc2ccccc2C(F)(F)F)CC1	-1	-2	-1	97	0	0	13	97	102	-10	1
Cc1ccc(Cl)cc1NC(=O)Cn1cc2c(n1)CCCC2	-3	-6	-5	102	-1	-6	15	101	102	-60	-5
COc1cccc(=O)c2c(C)n(CC(=O)c3ccccc3)c(C)c12	0	0	-1	106	3	0	12	104	104	-33	2
Cc1nc2c(C)cccc2cc1C(=O)N/N=C/c1ccc(N(C)C)cc1	0	-3	0	105	0	-1	62	102	100	-26	0
COc1ccc(OC)c(NS(=O)(=O)c2ccc(SC)cc2)c1	-7	-14	-5	98	-1	-10	28	100	99	-19	-1
COc1cccc(Nc2ncnc3c2cnn3C)c1	-5	-3	1	95	0	1	16	97	97	-15	-3
COc1ccccc1/C=C/C1(C(=O)NC2CCCC2)CC(=O)N1c1ccc(C)cc1 (stereo not drawn)	-5	3	-4	nt	-2	-3	19	nt	nt	1	-3

Of the compounds above, five have an aryl methoxy group:
SMILES	Bim-Bcl-B	Bim-Bfl-1	Bim-Bcl-XL	RGS4-Gao reg	Mcl-1 Bim block	Bcl-2 Bim block	GSH bead fluor	RGS7-Gao	RGS8-Gao reg	Mcl1 Bid PPI	Bcl-W Bim block
COc1cccc(CN=CC2=C(O)CC(C)(C)CC2=O)c1OC	-5	-9	-1	99	0	-6	25	101	100	-31	0
COc1cccc(=O)c2c(C)n(CC(=O)c3ccccc3)c(C)c12	0	0	-1	106	3	0	12	104	104	-33	2
COc1ccc(OC)c(NS(=O)(=O)c2ccc(SC)cc2)c1	-7	-14	-5	98	-1	-10	28	100	99	-19	-1
COc1cccc(Nc2ncnc3c2cnn3C)c1	-5	-3	1	95	0	1	16	97	97	-15	-3
COc1ccccc1/C=C/C1(C(=O)NC2CCCC2)CC(=O)N1c1ccc(C)cc1 (stereo not drawn)	-5	3	-4	nt	-2	-3	19	nt	nt	1	-3

Sorted by length of the SMILES (descending): part of the list above.
SMILES	Bim-Bcl-B	Bim-Bfl-1	Bim-Bcl-XL	RGS4-Gao reg	Mcl-1 Bim block	Bcl-2 Bim block	GSH bead fluor	RGS7-Gao	RGS8-Gao reg	Mcl1 Bid PPI	Bcl-W Bim block
O=C(CNC(=S)N(CCCN1CCOCC1)Cc1cccs1)N1CCCCCC1	-3	-8	0	100	0	-4	9	96	102	-53	-4
COc1cccc(=O)c2c(C)n(CC(=O)c3ccccc3)c(C)c12	0	0	-1	106	3	0	12	104	104	-33	2
CCOC(=O)c1n[nH]c2ccccc12	-6	-18	-6	99	-2	-12	19	97	101	-7	-3

Remaining list, next part:
SMILES	Bim-Bcl-B	Bim-Bfl-1	Bim-Bcl-XL	RGS4-Gao reg	Mcl-1 Bim block	Bcl-2 Bim block	GSH bead fluor	RGS7-Gao	RGS8-Gao reg	Mcl1 Bid PPI	Bcl-W Bim block
NC(=O)/C(=C/c1ccco1)NC(=O)/C=C/c1ccccc1	-1	0	-5	108	-4	-4	18	108	105	-5	-1
O=C(O)/C=C/C(=O)Nc1ccccc1SC(F)(F)F	-11	-15	-9	92	-7	-3	12	92	93	32	-9
CC(=O)CC1(O)C(=O)N(Cc2ccccc2)c2ccccc21 (stereo not drawn)	0	-2	0	96	0	1	10	93	99	-17	-1
Cc1cc(S(=O)(=O)N(Cc2ccccc2F)C2CC2)ccc1-n1cnnn1	0	-6	0	102	-2	-2	11	101	104	-13	-1
COc1ccccc1NC(=O)C1=C(C)NC(=O)NC1c1ccccc1[N+](=O)[O-] (stereo not drawn)	-2	-1	0	100	3	4	26	101	101	-27	2
O=S(=O)(Cc1ccccc1)NCC1CCCN(Cc2ccc(F)c(F)c2)C1 (stereo not drawn)	-4	3	-2	98	-8	-3	24	104	100	-16	-1
Cn1c(=O)[nH]c(=O)c2c1nc(Br)n2CCCCSc1nc2ccccc2o1	-7	-13	-5	100	-2	-11	17	98	99	13	0
Cc1cc(C)n(CC(O)Cn2cnc3c2c(=O)n(C)c(=O)n3C)n1 (stereo not drawn)	-35	-28	-30	100	-34	-37	47	97	101	-8	-29
COCCCNCCCOc1ccc(C(C)(C)c2ccccc2)cc1	-5	-2	-5	98	-3	0	7	95	98	45	-4
CS(=O)(=O)N(CC(=O)N1CCOCC1)c1ccc2c(c1)OCO2	-8	-11	-7	96	-3	-11	12	94	99	-37	-1
C/C(Cl)=C/Cn1c(SC(C)C)nc2c1c(=O)[nH]c(=O)n2C	-9	2	-1	95	0	-4	23	105	96	20	1
CCCCOc1ccc(C(=O)Nn2cnnc2)cc1	-1	-4	-6	85	0	-3	31	97	94	-10	0
COc1ccc(NC(=O)C2CCCC2)cn1	-1	0	-1	95	-4	-2	74	88	97	-15	0
CCOc1ccccc1N1CCN(C(=O)c2ccccc2)CC1	-10	-8	-8	99	-2	-7	46	101	101	-52	1
COc1ccc(CCNC(=O)/C=C/c2cc(OC)c(OC)c(OC)c2)cc1OC	-5	-7	-2	119	-3	-8	15	?	97	-20	0
O=C(CSCc1ccc(Cl)cc1Cl)Nc1ccccc1C(=O)Nc1ccc(C(=O)O)cc1	1	2	0	102	0	-1	13	?	102	-31	0
Cc1c(Cl)cccc1NC(=O)CCC(=O)NNC(=O)c1ccccc1	-7	-17	-5	103	-13	-7	18	102	101	-60	-2
COC(=O)CNc1nc(-c2cccnc2)nc2ccccc12	-6	-10	-3	90	0	-6	10	87	93	-15	2
CCN1CCN(CC(=O)Nc2cc(C)on2)CC1	-4	-4	0	101	1	-4	14	?	100	26	1
CNC(=S)NCCCc1ccccc1	-5	0	-2	98	0	0	21	101	104	-67	3
CCC(=O)N1CCN(c2ccc(NC(=O)c3cccs3)cc2)CC1	1	-3	-6	94	-2	-1	15	88	96	-77	0
CC1C(c2ccccc2)N(C)C(c2ccccc2)CC1(O)c1ccc(F)cc1 (stereo not drawn)	2	6	0	99	-3	-1	15	?	99	-35	0
CN1C(=S)SC(C)(C)C1NO (stereo not drawn)	-6	-9	0	98	-5	-6	37	98	102	-9	3
CNC(=S)N=Nc1c(O)[nH]c2ccc(C(C)C)cc12	-12	-3	-9	99	-11	-6	18	100	103	-72	-11
O=C(CC1NCCNC1=O)Nc1cc(Cl)cc(Cl)c1 (stereo not drawn)	-5	-6	-10	100	-6	-5	23	100	100	-8	-7
COc1ccc(NC(=O)COc2ccc(/C=N/NC(=O)c3cccnc3)cc2OC)cc1	-7	-17	-5	93	-2	-6	9	96	97	2	0
CCC(=O)c1ccc(OCC(=O)N(C)CC(=O)Nc2cccc(F)c2)cc1	-3	-5	-3	101	0	-2	13	102	101	-21	1
CC(C)COc1ccc(C(=O)Nc2ccc(SC(F)F)cc2)cc1	-7	-11	-9	99	-6	-8	9	105	93	-3	-6
COc1ccc(-c2csc(C3=C(O)CN(CCCN4CCCC4=O)C3=N)n2)cc1OC	8	3	20	106	11	8	13	105	101	-5	11
COc1cc(OC)c(C(=O)Oc2ccc3c(c2)OCO3)cc1OC	18	6	-1	92	0	15	11	99	96	-18	0

The last two records of the section before are carried over, then new ones follow.
SMILES	Bim-Bcl-B	Bim-Bfl-1	Bim-Bcl-XL	RGS4-Gao reg	Mcl-1 Bim block	Bcl-2 Bim block	GSH bead fluor	RGS7-Gao	RGS8-Gao reg	Mcl1 Bid PPI	Bcl-W Bim block
COc1ccc(-c2csc(C3=C(O)CN(CCCN4CCCC4=O)C3=N)n2)cc1OC	8	3	20	106	11	8	13	105	101	-5	11
COc1cc(OC)c(C(=O)Oc2ccc3c(c2)OCO3)cc1OC	18	6	-1	92	0	15	11	99	96	-18	0
C/C(=C/C#N)Nc1ccc(C)cc1	0	-2	-2	102	1	-1	12	?	101	-64	0
COCCn1c(=S)[nH]c2cc(C(=O)N3CCN(c4ccccc4OC)CC3)ccc2c1=O	-9	-7	-3	100	-6	-7	14	96	99	-24	-6
COc1cccc(N/C(SCc2ccccc2C)=C(/C#N)C(=O)NCc2cccs2)c1	-5	-19	-4	103	-3	-8	12	99	100	54*	-4
CCC(=O)Nc1ccc(C(=O)NNC(=O)c2cc([N+](=O)[O-])cc([N+](=O)[O-])c2)cc1	-4	-6	-3	105	-1	-2	11	98	105	-10	0
COCCNC(=O)C(=O)NNS(=O)(=O)c1ccc(Cl)cc1	1	2	0	98	4	4	20	97	103	-38	2
O=[N+]([O-])c1cc(-c2nc3nc4ccccc4nc3n2CCc2ccccc2)cc([N+](=O)[O-])c1	-6	-2	-4	98	-4	-1	5	99	102	-6	-3
COc1ccc(Oc2coc3c(CN(C)C)c(O)ccc3c2=O)cc1	-2	1	0	102	-2	-2	15	99	101	-19	-1
NC(=O)Cn1nc([N+](=O)[O-])nc1Oc1ccccc1C(=O)N1CCOCC1	-4	-4	-15	100	-28	-2	8	100	105	-8	-13
CCOC(=O)N1CCN(C(=O)c2c(-c3ccccc3)noc2C)CC1	-10	-11	-13	93	-3	-9	14	100	97	-3	-10
NS(=O)(=O)c1ccc(NC(=O)N2c3ccccc3Sc3ccccc32)cc1	-3	-4	0	96	-4	0	30	95	99	-35	-6
CC1=CC(C)(C)N2C(=O)C3(N=C(N)NC(Nc4ccccc4)=N3)c3cc(C)cc1c32 (stereo not drawn)	-2	0	0	112	0	-1	31	111	109	-20	-1

Source: PubChem (several laboratories)
